# Bioassay records deposited in PubChem by National Center for Advancing Translational Sciences (NCATS).
# PI4K2A inh = blocks human PI4K2A kinase activity. Q9BTU6. purified PI4K2A, ADP-Glo luminescence, 1 h; active compounds read low. activity change, negative = inhibition, % at 76.9 µM. actives 0.13% (n = 420,000). AID 1346378; in the data active means activity change below about -50%; inconclusive means mostly about -30% to -49%;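 further: -100% = wells without enzyme as full effect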
#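 Compounds are screened against recombinant PI4K2A using PI as substrate and ATP, the latter dispensed at 300 microM. Reactions run one hour at ambient temperature before ADP-Glo detection; full inhibition defined by wells lacking enzyme.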
# G9a inh = blocks human histone lysine methyltransferase G9a | Q96KQ7 | G9a H3K9 monomethylation, AlphaScreen, 2 h | Potency, µM (top dose mostly 102 µM), inactives show at the highest dose activity, negative = inhibition, usual class: inhibitors | actives 8.8% (n = 350,000); further: potency means the concentration at half of the fitted maximal effect; on the % scale 0 is the no-effect control and ±100 the full control effect; nearly all actives have a fitted effect of over 75% in size
#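 Using a bead-based AlphaScreen, monomethylated H3K9 product from 2 h room-temperature reactions (G9a 20 nM, peptide 500 nM, SAM 20 uM) was detected with 0.5 ug/mL rabbit anti-H3K9me1 antibody.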
# BAZ2B block = inhibitors of human BAZ2B bromodomain. Q9UIF8. AlphaScreen BAZ2B-H3K14Ac peptide displacement. Potency, µM (series often up to 114 µM), without a hit: top-dose activity change, negative = inhibition, hits mostly inhibitors. actives 4.4% (n = 360,000). AID 504333; further: potency means the concentration at half of the fitted maximal effect; on the % scale 0 is the no-effect control and ±100 the full control effect; nearly all actives have a fitted effect of over 60% in size
#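 BAZ2B 50 nM plus b-H3(5-23)K14Ac 50 nM, PBS pH 7.4/0.01% Tween-20, 30 min RT; compound added (max 110 uM), 30 min RT; streptavidin donor/Ni-chelate acceptor beads 10 ug/mL final, 20 min dark; AlphaScreen read.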
# Pol eta inh = inhibitors of human DNA polymerase eta | recombinant Pol eta, fluorescent DNA replication assay | Potency, µM (highest dose often 114 µM), for inactives: at the top dose activity change, negative = inhibition, usual class: inhibitors | actives 1.2% (n = 390,000) | AID 588591; further: potency means the concentration at half of the fitted maximal effect; on the % scale 0 is the no-effect control and ±100 the full control effect
#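 Fluorescent replication assay: 50 nM final substrate added after a 15 min room-temperature compound preincubation with 10 nM enzyme. Signal taken at 0 min and again at 10 min.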
# HP1b binding inh = HP1-beta chromodomain-methylated histone interaction inhibition; P83916; AlphaScreen HP1-beta / biotin-H3K9me3 peptide binding; Potency, µM (titrated, usually from 114 µM), for the others: at the top dose activity change, negative = inhibition, actives largely listed as inhibitors; actives 0.56% (n = 390,000); further: potency means the concentration at half of the fitted maximal effect; nearly all actives have a fitted effect of over 70% in size; inactives centre near 23
#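 Compound inhibition of the preformed complex between 50 nM HP1-beta and 50 nM biotinylated H3K9me3 peptide was read by AlphaScreen. Buffer was PBS pH 7.4 with 0.01% Tween-20. Incubations ran 30 min at room temperature, with 10 ug/mL donor/acceptor beads.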
# JMJD2A Tudor inh = inhibitors of human JMJD2A Tudor domain | O75164 | AlphaScreen JMJD2A-Tudor / H3K4me3 peptide binding | Potency, µM (top dose mostly 114 µM), inactives show at the highest dose activity change, negative = inhibition, hits mostly inhibitors | actives 4.4% (n = 390,000); further: potency means the concentration at half of the fitted maximal effect; on the % scale 0 is the no-effect control and ±100 the full control effect; nearly all actives have a fitted effect of over 50% in size
# Target sequence (O75164 whole entry, looked up, the tested form may be a part): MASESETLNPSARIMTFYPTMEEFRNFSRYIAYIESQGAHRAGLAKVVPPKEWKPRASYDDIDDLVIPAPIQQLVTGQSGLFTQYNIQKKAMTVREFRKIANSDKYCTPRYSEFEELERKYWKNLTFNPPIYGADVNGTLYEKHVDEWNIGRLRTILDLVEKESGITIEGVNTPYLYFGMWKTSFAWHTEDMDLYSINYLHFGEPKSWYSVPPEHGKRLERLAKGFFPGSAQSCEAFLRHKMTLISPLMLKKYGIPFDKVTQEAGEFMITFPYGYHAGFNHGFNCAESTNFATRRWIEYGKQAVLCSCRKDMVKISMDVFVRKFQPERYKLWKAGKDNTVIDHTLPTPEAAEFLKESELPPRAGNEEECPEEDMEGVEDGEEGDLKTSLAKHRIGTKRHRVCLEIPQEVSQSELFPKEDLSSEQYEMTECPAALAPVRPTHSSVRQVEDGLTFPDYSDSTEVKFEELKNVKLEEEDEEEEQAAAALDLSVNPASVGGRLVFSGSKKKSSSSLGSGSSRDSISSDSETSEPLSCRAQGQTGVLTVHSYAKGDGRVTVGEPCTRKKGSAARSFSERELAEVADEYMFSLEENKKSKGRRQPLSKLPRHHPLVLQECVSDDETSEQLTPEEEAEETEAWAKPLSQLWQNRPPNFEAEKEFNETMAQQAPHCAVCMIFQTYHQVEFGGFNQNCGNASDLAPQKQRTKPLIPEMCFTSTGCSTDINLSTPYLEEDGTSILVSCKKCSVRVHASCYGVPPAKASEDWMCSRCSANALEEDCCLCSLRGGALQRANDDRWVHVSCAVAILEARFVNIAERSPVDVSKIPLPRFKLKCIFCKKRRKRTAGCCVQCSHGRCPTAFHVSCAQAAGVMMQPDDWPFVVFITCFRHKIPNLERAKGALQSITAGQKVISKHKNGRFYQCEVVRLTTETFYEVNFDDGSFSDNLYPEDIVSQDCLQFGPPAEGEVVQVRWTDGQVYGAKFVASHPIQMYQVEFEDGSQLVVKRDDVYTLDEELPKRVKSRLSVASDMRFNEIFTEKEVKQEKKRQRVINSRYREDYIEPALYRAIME
# Tb PGK inh = inhibitors of T. brucei phosphoglycerate kinase | actives 0.043% (n = 380,000) | PGK/GAPDH coupled, Kinase-Glo luminescence, 60 min | P07378 | AID 602233 | Potency, µM (top dose mostly 57.5 µM), inactives show top-dose activity change, negative = inhibition, most hits filed as inhibitors; further: potency means the concentration at half of the fitted maximal effect; on the % scale 0 is the no-effect control and ±100 the full control effect; nearly all actives have a fitted effect of over 60% in size
#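 Luminescent ATP detection (Kinase-Glo Plus) follows a 60-minute room-temperature incubation, with wells lacking PGK as controls. Buffer: 100 mM TEA (pH 7.6), 5 mM MgCl2, 0.01% Tween-20. Coupling enzyme GAPDH (100 nM final) supplies unstable 1,3-BPG in-well.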
# Pin1 inh = inhibitors of human Pin1 | Q13526 | Pin1 FP peptide displacement, HiFluor488, 10 min | Potency, µM (top dose mostly 115 µM), for the others: at the top dose activity, negative = inhibition, actives largely listed as inhibitors | actives 0.009% (n = 390,000) | AID 504891; active means well fitted inhibition curve with a large enough effect in the polarisation, with a control signal flat, not every such curve was filed as active; inconclusive means small, poorly fitted or top-dose-only effect, or effect the other way, or a change in a side signal; inactive means no such curve, though single readings can be large or run the other way; the % refers to the polarisation; further: potency means the concentration at half of the fitted maximal effect; on the % scale 0 is the no-effect control and ±100 the full control effect
# GLS inhibitor = glutaminase GLS (human) inhibition. O94925. GLS enzymatic activity, qHTS titration. Potency, µM (highest dose often 45.5 µM), without a hit: top-dose activity change, negative = inhibition, actives largely listed as inhibitors. actives 0.21% (n = 410,000). AID 624170; further: potency means the concentration at half of the fitted maximal effect; on the % scale 0 is the no-effect control and ±100 the full control effect
#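 Compounds were pin-transferred onto hKGA, after which L-glutamine (1 mM solution) and a detection mix of glutamate oxidase, HRP and Amplex Red were added. Initial and 30 min RT fluorescence reads were collected.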
# An asterisk follows results filed as active; i = inactive; ? = inconclusive; · = no result given; & = joins results of further samples; [ ] = another dose, or the depositor's remark. Unless noted, the call rests on the fitted dose curve; in most records, active means well fitted curve in the direction sought with a large enough effect; inconclusive means small, poorly fitted or top-dose-only effect, or another doubt; inactive means no such curve, though single readings can be large; an effect the other way counts as inactive or inconclusive. The list is partial; rates above refer to the full screens.
1. COc1ccc(C2(C(F)(F)F)NC(=O)N(C)C(=O)N2C)cc1 (centres undefined)
2. CC(C)CCNC(=O)C(c1cccnc1)N(CCc1ccccc1)C(=O)Cn1nnc2ccccc21 (centres undefined)
3. CCOc1ccc(OCC)c(NC(=O)CN2CCN(CC)CC2)c1
4. CCOc1ccc(C(=O)COC(=O)Cc2n[nH]c(=O)c3ccccc23)cc1
5. COCc1cc(=O)n2[nH]c(-c3ccccc3)cc2n1
assay / compound	1	2	3	4	5
PI4K2A inh	0	1	18	-2	6
G9a inh	-46%	4%[59 µM]	20µM*	-37%	4%[59 µM]
BAZ2B block	-2%	1%	?	9%	4%
Pol eta inh	-14%	11%	-15%	-18%	-13%
HP1b binding inh	41%[activator]	12%	?	21%	22%
JMJD2A Tudor inh	-11%	-1%	0.89µM*	-2%	-8%
Tb PGK inh	-2%	-4%	-8%	0%	-9%
Pin1 inh	-2%	5%	3%	1%	-5%
GLS inhibitor	10%	0%	-5%	2%	8%

6. CC(C)=C1SC(N2CCOCC2)=NC1=O
7. COc1ccccc1NC(=O)CCNS(=O)(=O)c1ccc2[nH]c(=O)oc2c1
8. Cc1nc(-c2ccc(S(=O)(=O)NCC3CCN(C(=O)OC(C)(C)C)CC3)s2)cs1
9. CCOC(=O)c1cnn(-c2cc(Oc3cccc(C)c3)ncn2)c1N
10. O=C(NCCN1CCN(c2cccc(Cl)c2)CC1)c1ccc(CSc2nc3ccncc3[nH]2)cc1
assay / compound	6	7	8	9	10
PI4K2A inh	4	-1	1	10	1
G9a inh	8%[59 µM]	8%	8%[59 µM]	39%[12.7 µM]	50µM*
BAZ2B block	10%	-21%	-18%	10%	?
Pol eta inh	-4%	25µM*	-10%	-8%	-16%
HP1b binding inh	18%	-3%	26%	25%	-17%
JMJD2A Tudor inh	8%	35µM*	-31%	-6%	45µM*
Tb PGK inh	-2%	-5%	3%	-8%	-5%
Pin1 inh	0%	?	-2%	3%	3%
GLS inhibitor	-2%	7%	4%	-14%	7%

11. CCCCc1nnc(NC(=O)CCSc2ccccc2)s1
12. Cc1c(C)n(CCN(C)C)c2ccc(C(=O)OCCN(C)C)cc12
13. CCOc1ccc(/C=C/c2nc(C#N)c(Nc3ccc(OCC)cc3)o2)cc1
14. Cc1ccc(NC(=O)C2CCCN(c3nc4ccccc4s3)C2)c(C)c1 (centres undefined)
15. Cn1cccc1C(=O)NC(=O)CSc1nc2ccccc2s1
assay / compound	11	12	13	14	15
PI4K2A inh	-7	-4&-4	-6	0	1
G9a inh	?	14µM*	-1%[59 µM]	1%[59 µM]	?
BAZ2B block	6%	-26%	-23%	-28%	-14%
Pol eta inh	-11%	-7%	-17%	-7%	-4%
HP1b binding inh	23%	9%	21%	36%	39%[activator]
JMJD2A Tudor inh	-25%	-7%	-17%	-3%	-16%
Tb PGK inh	-7%	3%	-6%	1%	i
Pin1 inh	17%	4%	13%	-1%	23%
GLS inhibitor	3%	21%&36%	3%	2%	-1%

16. Cc1ccc(S(=O)(=O)c2nc(-c3ccco3)oc2SCc2ccccc2Cl)cc1
17. O=C1CC(c2ccc3c(c2)OCO3)CN1 (centres undefined)
18. O=C(CCc1ccccc1)Nc1nncs1
19. Cc1ccccc1NC(=O)COC(=O)c1n[nH]c(=O)c2ccccc12
20. CCC(C)NC(=O)Cc1cn(C)c2ccccc12 (centres undefined)
assay / compound	16	17	18	19	20
PI4K2A inh	2	-1	-5	-4	0
G9a inh	-39%[59 µM]	6%	20%	-51%	-5%
BAZ2B block	-22%	-5%[57.1 µM]	1%	11%	-16%
Pol eta inh	-2%	2%	-10%	6%	-7%
HP1b binding inh	5%	34%	20%	27%	20%
JMJD2A Tudor inh	-25%	-10%	1%	0%	-9%
Tb PGK inh	-1%	-7%	i	-5%	-9%
Pin1 inh	42%[activator]	-2%	-4%	24%	0%
GLS inhibitor	-10%	-6%	-6%	3%	0%

21. CCOc1ccc(-c2nc(N)ncc2-c2ccccc2OC)c(O)c1
22. CC1CCN(C(=O)CN(CCc2ccccc2)S(C)(=O)=O)CC1
23. C[C@@H]1CN([C@@H](C)CO)C(=O)CCCn2nncc2CO[C@@H]1CN(C)S(=O)(=O)c1ccc(F)cc1
24. COc1ccc(N2CCN(C(=O)COC(=O)CCc3ccccc3OC)CC2)cc1
25. O=C(NCc1ccc(Cl)cc1)c1ccccc1Oc1ccccc1
assay / compound	21	22	23	24	25
PI4K2A inh	1	-2	2	-1	-2
G9a inh	-28%	7%	·	11µM*	175%[activator]
BAZ2B block	?	6%	·	-32%	143%[activator]
Pol eta inh	-23%	-10%	-18%	-28%	-11%
HP1b binding inh	-4%	29%	·	-9%	168%
JMJD2A Tudor inh	?	-7%	·	-24%	110%[activator]
Tb PGK inh	-1%	2%	i	2%	-2%
Pin1 inh	-3%	-1%	·	-7%	-1%
GLS inhibitor	-9%	0%	-5%	17%	-6%

26. COc1ccccc1NC(=O)c1nnn(CC(=O)Nc2cccc(SC)c2)c1N
27. O=S(=O)(c1ccccc1)c1nc(-c2ccco2)oc1SCc1ccc(F)cc1
28. CC(=O)c1ccc(NC(=O)CSc2nnc(-c3ccncc3)o2)cc1
29. COc1ccc(C(c2sc3nc(C)nn3c2O)N2CC(C)OC(C)C2)cc1OC (centres undefined)
30. COc1ccc(NC(=O)CCCn2c(=S)[nH]c3ccccc3c2=O)cc1
assay / compound	26	27	28	29	30
PI4K2A inh	2	1	-3	-1	1
G9a inh	4%[12.7 µM]	-25%[59 µM]	-7%	19%[59 µM]	-5%[59 µM]
BAZ2B block	1%	2%	2%	-4%	4%
Pol eta inh	-13%	-10%	-1%	-13%	-9%
HP1b binding inh	19%	30%	13%	13%	36%[activator]
JMJD2A Tudor inh	-16%	1%	-14%	-20%	-23%
Tb PGK inh	0%	7%	i	-7%	-6%
Pin1 inh	-5%	28%	-4%	3%	-3%
GLS inhibitor	11%	-15%	-8%	-3%	-1%

31. Cc1ccc2nc(-c3ccc(O)cc3)c(Nc3ccc4c(c3)OCCO4)n2c1
32. Cc1ccccc1N(CC(=O)NCc1ccco1)C(=O)CNS(=O)(=O)c1ccc(F)cc1
33. Cc1ccc([N+](=O)[O-])cc1Nc1nc(N2CCOCC2)nc(N2CCOCC2)n1
34. Cc1nn(Cc2ccccc2)c(C)c1NC(=O)CSc1nc(-c2ccccc2)nc2c1cnn2-c1ccccc1
35. C=CCOc1ccc(/C=C/C(=O)OCC(=O)NC2CCCCCCC2)cc1
assay / compound	31	32	33	34	35
PI4K2A inh	-7&-6	2	3	-1	-1
G9a inh	8.9µM*	10%	-5%	·	-5%[12.7 µM]
BAZ2B block	-13%&-34%	-17%	-17%	-7%	2%
Pol eta inh	-5%&-23%	-16%	-98%	-16%	1%
HP1b binding inh	42%&21%[activator]	11%	1%	18%	32%
JMJD2A Tudor inh	-12%&-18%	1%	-31%	-14%	-4%
Tb PGK inh	9%&7%	-8%	-14%	-9%	-3%
Pin1 inh	10%&-9%	6%	-5%	-1%	-7%
GLS inhibitor	9%&39%	5%	?	-6%	5%

36. COc1cccc(-n2c(SC)nnc2-c2cnccn2)c1
37. CCOCCCNC(=O)CN1C(=O)/C(=C/c2ccccc2)Sc2ccccc21
38. COc1ccc(C(C#N)=C2C=CC(=NO)C(C)=C2Cl)cc1
39. CC(C)NC(=O)c1ccccc1-c1nc(-c2ccccc2Cl)no1
40. Cc1c(Cl)cccc1-n1ncc(C(=O)Nc2ccc3c(c2)OCCO3)c1C1CCN(C(=O)OC(C)(C)C)CC1
assay / compound	36	37	38	39	40
PI4K2A inh	10	-3	-3	5	2
G9a inh	-10%[59 µM]	5%[59 µM]	·	10%	?
BAZ2B block	-18%	-10%	·	12%	-20%[57.1 µM]
Pol eta inh	-6%	-8%	-9%	-14%	·
HP1b binding inh	22%	10%	?	39%[activator]	0%
JMJD2A Tudor inh	-1%	-10%	8.9µM*	-20%	-34%
Tb PGK inh	-7%	-7%	-2%	i	·
Pin1 inh	-2%	5%	-10%	-9%	?
GLS inhibitor	-5%	5%	-9%	2%	4%

41. CCOC(=O)c1cccc(NC(=O)C2CCC(CNc3c(N4CCOCC4)c(=O)c3=O)CC2)c1 (centres undefined)
42. COc1ccc(CN2CCN(C(=O)c3cccc4ccccc34)CC2)cc1Br
43. Cc1ccccc1CNC(=O)Cn1ncn2nc(-c3cccs3)cc2c1=O
44. O=C(C1CN(C(=O)c2cc3cc(Cl)ccc3o2)c2ccccc2O1)N1CCCCC1 (centres undefined)
45. Cc1cc(Br)c2[nH]c3c(c2c1)CCCC3=O
46. O=C1CSC(c2ccc([N+](=O)[O-])cc2)N1CCN1CCCCC1 (centres undefined)
assay / compound	41	42	43	44	45	46
PI4K2A inh	-3	-6	-4	6	-6	18
G9a inh	-19%	28µM*	-12%[59 µM]	17%[12.7 µM]	2%[12.7 µM]	-28%
BAZ2B block	-7%	50µM*	-16%	-12%	6%	?
Pol eta inh	-6%	-18%	-12%	-29%	-14%	?
HP1b binding inh	30%	-17%	53%[activator]	5%	26%	12%
JMJD2A Tudor inh	-21%	18µM*	5%	-23%	-17%	-7%
Tb PGK inh	-1%	i	-5%	-6%	-1%	i
Pin1 inh	5%	-5%	47%[activator]	4%	0%	-1%
GLS inhibitor	18%	-1%	-2%	-2%	0%	1%
